TRPN1 ag = zebrafish TRPN1 channel agonists, primary screen, cell-based, HEK293, calcium fluorescence. transient receptor potential cation channel N1 (TRPN1/NompC), Danio rerio. activation, % at 3 µM. actives 0.18% (n = 220,000). HEK293 zebrafish TRPN1-YFP, Fluo-8 calcium fluorescence; 100% = response to 87 µM carbachol;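 active means activation above its plate's cutoff, the mean activation of test wells on that plate plus 3 SD, cut at about 19% in these data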;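 further: 0% = DMSO alone and 100% = 87 µM carbachol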
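Material – zebrafish TRPN1-YFP in HEK293 cells · Doses – 3 µM single point · Schedule – dye 1 h 37 °C plus 30 min RT · Signal – Fluo-8 calcium fluorescence, excitation 470-495 nm, emission 515-575 nm · Read-out – % activation versus carbachol response · Control set – carbachol high, DMSO low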
S1P4 ag = S1P4 receptor agonists, primary screen, cell-based. actives 0.35% (n = 220,000). S1P4-expressing cell line, agonist reporter assay. activation, % at 4.98 µM. Sphingosine 1-phosphate receptor 4 (Homo sapiens), O95977; in the data active means activation above about 11%;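 further: 0% = DMSO vehicle and 100% = reference agonist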
NPY-Y1 PAM-ag = NPY-Y1 receptor potentiators or agonists, primary screen, cell-based. Neuropeptide Y receptor type 1 (Homo sapiens), P25929. AID 1304, 2008. actives 0.37% (n = 220,000). NPY-Y1 expressing cells, potentiator/agonist activation. activation, % at 3.6 µM; in the data active means activation above about 33%, passing the limit was not always enough;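 further: cells stimulated with NPY at EC10 then isoproterenol at EC100; 0% = low agonist plus stimulus and 100% = saturating agonist plus stimulus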
Target sequence (P25929 whole entry, looked up): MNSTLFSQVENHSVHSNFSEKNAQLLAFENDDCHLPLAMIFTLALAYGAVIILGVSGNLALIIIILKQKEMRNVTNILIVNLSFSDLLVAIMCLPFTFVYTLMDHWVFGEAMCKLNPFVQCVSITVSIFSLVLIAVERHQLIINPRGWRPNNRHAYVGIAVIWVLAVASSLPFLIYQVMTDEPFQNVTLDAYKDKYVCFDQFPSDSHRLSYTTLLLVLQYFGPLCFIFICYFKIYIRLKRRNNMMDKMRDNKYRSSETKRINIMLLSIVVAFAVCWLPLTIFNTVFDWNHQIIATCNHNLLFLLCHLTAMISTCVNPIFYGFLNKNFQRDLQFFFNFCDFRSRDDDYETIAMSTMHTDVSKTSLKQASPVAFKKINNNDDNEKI
S1P4 antag = S1P4 receptor antagonists, primary screen, cell-based; Sphingosine 1-phosphate receptor 4 (Homo sapiens), O95977; inhibition, % at 4.98 µM; AID 1510, 2009; actives 0.26% (n = 220,000); S1P4-expressing cells, antagonist mode, reporter read-out; in the data active means inhibition above about 29%;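 further: 0% = wells stimulated with agonist and 100% = vehicle wells without agonist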
TRPML3 agonist = human TRPML3 channel agonists, primary screen, cell-based, HEK293 TRPML3-YFP, Fluo-8 calcium fluorescence, 3 µM. 100% = the carbachol control signal. activation, % at 3 µM. actives 0.29% (n = 220,000). Mucolipin-3 (Homo sapiens), Q8TDD5;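 active means activation above its plate's cutoff, the mean activation of the plate's test wells plus 3 SD, cut at about 12% in these data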;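 further: 0% = DMSO only wells and 100% = carbachol wells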
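Material: TRPML3-YFP stable HEK293 cells | Dosing: One concentration, 3 µM nominal, 0.3% DMSO | Timing: 125 s total fluorescence read per well | Technique: Fluo-8 calcium dye fluorescence, ex 470-495, em 515-575 nm | Measure: Percent activation from peak-to-basal fluorescence ratio, scaled between DMSO and carbachol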
NPY-Y2 PAM-ag = NPY-Y2 potentiators or agonists, primary screen, cell-based; cells expressing NPY-Y2, potentiator/agonist read-out; AID 1359, 2008; Neuropeptide Y receptor type 2 (Homo sapiens), P49146; activation, % at 3.6 µM; actives 0.45% (n = 220,000); in the data active means activation above about 27%;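 further: cells stimulated with NPY near EC25 plus isoproterenol at EC100; 0% = vehicle plus submaximal agonist and 100% = vehicle plus saturating agonist; some results beyond the cut were filed as inactive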
NPY Y1 blocker = NPY-Y1 receptor antagonists, primary screen, cell-based; Neuropeptide Y receptor type 1 (Homo sapiens), P25929; HEK293-CNG Y1 cells, membrane potential fluorescence; NPY at EC95, then isoproterenol; inhibition, % at 3.6 µM; actives 1% (n = 200,000); AID 1040, 2008;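 active means inhibition above the campaign mean inhibition of all tested compounds plus 3 SD, cut at about 20% in these data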;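 further: 0% = DMSO wells given NPY plus isoproterenol and 100% = isoproterenol alone without NPY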
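Assay system: HEK293 cells with Y1 receptor plus CNG channel | Probe or stimulus: NPY (25 nM), isoproterenol (1 µM), Ro 20-1724 (25 µM) | Timing: Compound incubation 1 h at room temperature, readout 45 min post-stimulation | Measured by: Membrane-potential fluorescent dye readout | Benchmarks: High control isoproterenol alone, low control NPY with isoproterenol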
CHOP inh = inhibitors of CHOP promoter induction, primary screen, cell-based, unfolded protein response, luciferase reporter | actives 3.8% (n = 220,000) | inhibition, % at 10 µM | CHO-K1 CHOP-promoter luciferase, tunicamycin-induced, 15-18 h;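 active means compounds that reduced the stress-induced luciferase reporter signal by more than about 70% of percent inhibition, limit read from the data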;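 further: 0% = tunicamycin plus vehicle and 100% = wells without tunicamycin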
EP2 modulator = EP2 receptor modulators, cAMP readout, primary screen, cell-based, HTRF cAMP, PGE2 stimulation | actives 0.83% (n = 260,000) | induction, % at 25 µM | EP2-expressing cells, cAMP HTRF FRET, PGE2 co-stimulation | AID 940, 2007 | Prostaglandin E2 receptor EP2 subtype (Homo sapiens), P43116;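 active means compounds whose cAMP rise, as percent of the full-agonist control response, exceeds 60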;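 further: rat C6 glioma line stably carrying human EP2 under a CMV promoter; the protocol text gives 20 µM as final concentration; 100% = response of wells given 1 µM PGE2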
Target sequence (P43116 whole entry, looked up): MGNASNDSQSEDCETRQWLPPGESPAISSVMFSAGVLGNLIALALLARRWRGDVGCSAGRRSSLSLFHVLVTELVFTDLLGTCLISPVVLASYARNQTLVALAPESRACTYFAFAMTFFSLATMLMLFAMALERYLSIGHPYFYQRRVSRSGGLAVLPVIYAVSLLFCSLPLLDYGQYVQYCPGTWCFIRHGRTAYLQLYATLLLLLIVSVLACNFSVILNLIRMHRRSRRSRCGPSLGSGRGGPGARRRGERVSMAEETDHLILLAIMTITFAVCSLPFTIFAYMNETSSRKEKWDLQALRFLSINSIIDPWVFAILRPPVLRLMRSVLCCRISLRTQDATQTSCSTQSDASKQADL
Numbers without * were called inactive; . = not tested or not shown; & = joins results of further samples.

SMILES	TRPN1 ag	S1P4 ag	NPY-Y1 PAM-ag	S1P4 antag	TRPML3 agonist	NPY-Y2 PAM-ag	NPY Y1 blocker	CHOP inh	EP2 modulator
Cc1cccc(OCC(=O)Nc2ccc(S(=O)(=O)N3CCCC3)cc2)c1	0.3	-3.3	-16	-10	0.0	6	-2	-12	-14
COc1ccc(N2C(=O)C3CCCN3C2c2cccs2)cc1 (stereo not given)	1.9	-1.5	13	-1	0.3	11	0	30	37
CNC(=S)N1N=C(c2ccc(C)cc2)CC1c1cc(OC)ccc1OC (stereo not given)	-1.4	-2.6	-17	-3	-0.7	-14	18	22	-8
CC(=O)Nc1ccc(C(=O)NC2CCCC2)cc1	-0.9	-2.4	-11	-1	1.3	-6	-3	2	4
O=C(CSc1nc2ccccc2[nH]1)Nc1ccc(F)cc1	0.2	-2.8	9	-29	0.0	-6	-3	-2	-9
Cc1cccc(NC(=S)N2CCCCCC2)c1	-1.2	0.4	17	9	0.6	9	1	1	1
COc1ccc(-c2nc(N/N=C(\C)c3ccc(O)cc3)c3ccccc3n2)cc1	-0.3	1.9	-4	-14	0.3	-19	.	-29	26
C=CCn1cccc(C(=O)Nc2cc(OC)c(OC)c(OC)c2)c1=O	1.3	1.8	0	-25	0.5	-5	3	-4	-38
CCC(=O)c1c[nH]c(C(=O)N2CCN(c3ccccc3)CC2)c1	1.4	-0.8	11	-2	1.1	0	2	11	-4
CC1=C(C(=O)OCc2ccccc2)C(c2ccco2)n2ncnc2N1 (stereo not given)	2.7	0.4	-4	7	1.6	1	3	34	-6
COC(=O)c1ccc(C(=S)N2CCOCC2)cc1	1.4	0.4	-7	-11	0.0	5	0	-3	17
CCOC(=O)/C=C1\NC(=O)CS1	1.6	0.8	8	-1	0.0	19	4	5	0
O=C(c1ccc([N+](=O)[O-])cc1)n1nc(-c2ccccc2)nc1NCc1ccccc1	-1.4	1.7	-10	-4	-0.5	-3	0	-15	31
S=C(c1ccccc1)N1CCN(C(=S)c2ccccc2)CC1	3.1	1.9	-8	-5	1.1	2	6	36	7
Cc1cc(C)c(OCCN(C)C)c(Cl)c1	-1.0	-0.1	-2	-14	1.1	-9	7	8	-20
CCn1c(=O)c2cc(C(=O)NC(C)C)sc2c2ccccc21	2.5	-0.4	-8	-4	2.4	-5	.	-55	-10
O=C(CCNC(=O)c1ccccc1Cl)Nc1ccc(S(=O)(=O)Nc2ncccn2)cc1	0.7	0.4	1	-4	0.5	16	-4	0	13
Cc1cccc(NC(=O)CCC(=O)N/N=C/c2cc([N+](=O)[O-])ccc2O)c1	3.9	0.1	-13	-5	0.5	7	3	31	5
C/C(CC(=O)NCc1ccc(Cl)cc1)=N\NC(=O)Cc1ccccc1	0.4	0.2	-17	-6	0.0	8	-5	-1	39
CCOC(=O)C(Cc1ccc(NC(=O)/C(=C/c2ccc(OC(C)=O)cc2)NC(C)=O)cc1)N1C(=O)c2ccccc2C1=O (stereo not given)	3.4	0.5	22	0	0.3	17	-8	4	-15
NNC(=O)CCCCCCCCCCOCCCCO	0.4	0.7	7	-15	0.9	-37	.	9	6
CC(C)OC(=O)c1nnn(-c2nonc2N)c1CN1CCc2ccccc2C1	0.1	1.7	7	3	0.2	12	2	50	14
COC(=O)c1ccc(NC2c3ncccc3C(=O)N2Cc2cccs2)cc1 (stereo not given)	0.3	-0.1	4	-1	0.6	-5	8	6	-4
Cn1c(=O)c2c3c(sc2n2c(SCc4ccccc4)nnc12)CCCC3	0.4	1.1	-1	-12	0.5	12	7	57	55
CCn1nc(C)c(CN2CCN(Cc3ccc(OC)c(C)c3C)C(CCO)C2)c1C (stereo not given)	-1.7	-0.8	-6	-1	0.7	-3	4	24	11
O=C(CSCSCC(=O)Nc1ccc2c(c1)OCO2)Nc1ccc2c(c1)OCO2	-2.0	-0.4	46*	-5	-0.7	12	-2	13	-2
C=CCNC(=O)CN(c1ccc(OC)cc1OC)S(C)(=O)=O	-0.1	-0.5	2	-6	0.9	1	2	25	12
Cc1nnc(-c2cnn(C)c2N)n1Cc1ccc2c(c1)OCO2	0.6	0.3	-5	-17	0.7	4	7	-7	-3
CCOC(=O)c1c(NC(=O)C[n+]2ccccc2)sc2c1CCCC2	1.1	1.0	-1	-16	0.2	-2	-4	42	-6&25
O=C(N/N=C/c1ccccc1OC(=O)c1ccc2c(c1)OCO2)c1ccccc1	-0.7	1.7	-1	-7	0.1	-10	8	9	4
CCOC(=O)C1CCN(C(=O)Nc2ccc(OC(F)(F)F)cc2)CC1	2.2	0.6	15	0	0.9	-5	.	6	-4
CCOC(=O)C1CCCN(C(=O)c2sc3nc(C)nc(N(CC)CC)c3c2C)C1 (stereo not given)	-0.9	-1.4	7	-2	1.4	-3	-2	11	12
CSc1nc2c(c(=O)[nH]1)C(c1ccc(F)cc1)CC(=O)N2 (stereo not given)	0.7	1.4	10	-7	0.9	0	-1	0	1
CN1CCN(C2=C(Cl)C(=O)N(c3ccc(Cl)c(Cl)c3)C2=O)CC1	0.8	1.8	-4	-14	1.3	-21	3	29	7
O=C(c1noc2c1CCc1ccccc1-2)N1CCOCC1	-0.3	0.7	8	-6	0.9	-19	3	-4	8
CCOC(=O)C1CCN(C(=O)CCc2c(C)nc3c(-c4ccc(F)cc4)c(C)nn3c2C)CC1	-0.3	0.2	-3	-20	-0.1	-11	2	41	1
O=c1oc2ccc3ccccc3c2cc1-c1nc2ccccc2o1	1.4	-0.6	8	12	1.0	2	-1	.	.
COc1cccc(C(=O)CN2CCN(S(=O)(=O)c3ccc(Br)cc3)CC2)c1	-0.3	0.7	5	-25	0.1	0	-2	35	2
O=c1cc(N2CCN(c3ccccc3F)CC2)[nH]c(=O)n1-c1ccc(Br)cc1	0.5	-2.5	2	-11	0.5	-20	8	30	34
COc1ccc(C(=O)Cn2nnc(-c3ccccc3NC(=O)c3ccco3)n2)cc1	-0.1	2.2	-14	-7	0.1	5	0	42	-10
c1ccc2[nH]c(SN3CCOCC3)nc2c1	0.3	-0.1	-7	-13	-0.5	1	-1	-5	16
Cc1cccc(NC(=S)NNC(=O)c2cc3c(s2)CCC(C)C3)c1C (stereo not given)	-2.9	-0.9	-38	-5	-0.2	-20	9	57	-36
CN(C)S(=O)(=O)c1cccc(C(=O)OCC(=O)Nc2sccc2C#N)c1	0.4	-1.5	12	5	0.6	-2	-1	-1	-17
C(CNC1C2CC3CC(C2)CC1C3)CN1CCOCC1 (stereo not given)	2.2	0.2	20	-5	1.0	-19	.	4	-24
S=C(Nc1cccc2ccccc12)NN1CCOCC1	0.4	-1.6	-8	1	0.5	-6	-7	0	5
CC(O)CNc1nc2ccccc2n1CC(=O)NC12CC3CC(CC(C3)C1)C2 (stereo not given)	0.5	-0.6	-30	4	0.8	-15	15	-3	-20
COc1ccccc1S(=O)(=O)n1cc(Cc2ccccc2)c(N)n1	1.2	-2.9	7	9	-0.4	-9	3	16	8
CN(Cc1ccccc1)c1nc(-c2cccc([N+](=O)[O-])c2)nc2ccccc12	0.5	-0.1	-16	-14	0.8	2	0	29	28
CCOc1ccc(-c2cc(N)n(S(=O)(=O)c3ccc(OC)c(OC)c3)n2)cc1	-3.0	-3.5	1	0	-1.6	-5	6	49	-7
CCOc1cc(-n2ncc(C#N)c2N)nc(SC)n1	-0.7	2.2	3	-7	0.0	9	-1	1	9
(next part)
SMILES	TRPN1 ag	S1P4 ag	NPY-Y1 PAM-ag	S1P4 antag	TRPML3 agonist	NPY-Y2 PAM-ag	NPY Y1 blocker	CHOP inh	EP2 modulator
COc1ccccc1NNC(=O)C(O)(c1ccccc1)c1ccccc1	-1.2	2.2	22	1	0.1	1	.	25	20
O=C(Nc1cccc(S(=O)(=O)N2CCOCC2)c1)c1cn(-c2ccccc2)nc1-c1ccccc1	-0.4	1.5	-16	-30	0.5	-5	-3	15	-29
C=CCN1C(=O)CSc2ccc(C(=O)NCc3ccco3)cc21	2.6	2.2	-3	0	-0.1	-2	11	11	-2
CCOC(=O)c1sc2ncn(C(CC)C(=O)OCC)c(=O)c2c1C (stereo not given)	-1.3	-1.6	-19	-5	-0.8	12	-5	59	-8&11
CCOP(=O)(OCC)C(NC(=O)c1cc([N+](=O)[O-])cc([N+](=O)[O-])c1)C(F)(F)F (stereo not given)	1.8	0.6	2	-1	0.2	-3	-7	-7	23
CCn1cc(CN2CCc3c([nH]c4ccccc34)C2c2cccc(O)c2)c(C)n1 (stereo not given)	0.8	-0.4	0	-11	1.3	4	11	16	-15
CC(C)c1nnc(NC(=O)CSc2nc3ccccc3s2)s1	-1.2	0.5	-30	2	0.3	-24	12	-3	-2
COc1ccccc1NC(=S)NCCC(c1ccccc1)c1ccccc1	-0.8	-1.2	-10	9	0.5	7	8	41	-11
COC(=O)N1[C@H](Cc2ccccc2)C=C[C@]1(C)C(=O)O	-1.7	-0.1	-14	14	0.8	-3	-2	4	23
CC1CCCCN1CCNC(=O)c1cnn2ccccc12 (stereo not given)	1.6	0.4	0	-4	0.6	-7	-3	52	8
CCN(CC)S(=O)(=O)c1ccc(N=N/C(C(C)=O)=C(/C)O)cc1	0.1	-1.8	29	11	1.1	6	9	30	-17
CC(C)(C)c1ccc(OCC(O)CSc2ncn[nH]2)cc1 (stereo not given)	0.9	-2.1	-5	-4	0.2	-11	2	25	27
CCOC(=O)c1ccc(N2C(=O)c3n[nH]c(C)c3C2c2ccc(OC)c(OC)c2)cc1 (stereo not given)	-0.6	1.4	-8	-11	0.1	-16	4	-18	3
CC(C)(CN=C1NS(=O)(=O)c2ccccc21)CNC(=O)CN1C(=O)c2ccccc2C1=O	-1.0	-1.7	-7	-13	0.5	0	4	26	24
Cc1nc2ccc(C(=O)Nc3cccc([N+](=O)[O-])c3)cc2s1	5.0	1.5	-2	-4	1.7	-2	-2	-36	-32
COc1ccc(CCNC(=O)CN2C(=O)c3ccccc3C2=O)cc1	-0.9	-1.0	-3	-4	0.1	10	5	-4	1
C/C(NCCCn1ccnc1)=C(\C#N)C(N)=O	0.8	0.4	-20	2	0.6	11	-2	21	26

The order is random. About 6.5% of those tested had a hit in this group.
